Ecoli WT growth: growth inhibitors of wild type E. coli, primary screen, strain BW25113 wild type, absorbance readout; E. coli BW25113 growth inhibition, OD600; inhibition, % at 10 µM; 20,000 tested, 0.05% active; in the data active = inhibition above about 40%;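 also: bacteria exposed to compound for 20 hours at 37 °C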
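assay system = bacterial strain in a whole-cell growth screen | quantity = inoculum from a 1:1000 dilution of a 1.5 h subculture | buffer or medium = LB broth with 50 µg/mL kanamycin | compound dosing = one dose, 10 µM final | schedule = compound exposure of 20 h at 37 °C | technique = absorbance at 615 nm as a measure of bacterial growth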
Starred values were filed as active, the others as inactive; & = joins results of further samples. This is a subset; rates above refer to the full screens.

SMILES | Ecoli WT growth
CCN(CC)CCNC(=O)c1cc(Cl)c(N)cc1OC | 16.8
O=C(CCNNC(=O)c1ccncc1)NCc1ccccc1 | 5.1
OCCN1CCN(CCCN2c3ccccc3Sc3ccc(Cl)cc32)CC1 | 0.6
CN(C)CCOC(C)(c1ccccc1)c1ccccn1 (stereo unspecified) | 5.4
Cc1cc(-c2ccccc2)nnc1NCCN1CCOCC1 | 1.1
COc1ccc(/C=C/C(=O)Nc2ccccc2C(=O)O)cc1OC | 3.5
O=C(NCCc1c[nH]c2ccccc12)c1cccnc1 | -16.9
O=S(=O)(c1cccc2cnccc12)N1CCCNCC1 | -1.4
Cc1nc2ccccn2c(=O)c1CCN1CCC(C(=O)c2ccc(F)cc2)CC1 | 3.2
C1CCC(C(CC2CCCCN2)C2CCCCC2)CC1 (stereo unspecified) | 9.7
O=C(c1ccc(F)cc1)C1CCN(CCn2c(=O)[nH]c3ccccc3c2=O)CC1 | 4.6
c1ccc(CN(CC2=NCCN2)c2ccccc2)cc1 | -0.1&14.6
CC(COc1ccccc1)NC(C)C(O)c1ccc(O)cc1 (stereo unspecified) | 14.3
CCC(C)n1ncn(-c2ccc(N3CCN(c4ccc(OCC5COC(Cn6cncn6)(c6ccc(Cl)cc6Cl)O5)cc4)CC3)cc2)c1=O (stereo unspecified) | -3.9
CC[N+](C)(CC)CCOC(=O)C(O)(c1ccccc1)C1CCCCC1 (stereo unspecified) | 11.4
Oc1ccc(/C=C/c2cc(O)cc(O)c2)cc1 | -0.4
C[C@]12CCC(=O)C=C1CC[C@@H]1[C@@H]2CC[C@@]2(C)[C@H]1CC[C@]2(O)C(=O)CO | 0.2

Molecules above that contain a halogen, in the order listed:
SMILES | Ecoli WT growth
CCN(CC)CCNC(=O)c1cc(Cl)c(N)cc1OC | 16.8
OCCN1CCN(CCCN2c3ccccc3Sc3ccc(Cl)cc32)CC1 | 0.6
Cc1nc2ccccn2c(=O)c1CCN1CCC(C(=O)c2ccc(F)cc2)CC1 | 3.2
O=C(c1ccc(F)cc1)C1CCN(CCn2c(=O)[nH]c3ccccc3c2=O)CC1 | 4.6
CCC(C)n1ncn(-c2ccc(N3CCN(c4ccc(OCC5COC(Cn6cncn6)(c6ccc(Cl)cc6Cl)O5)cc4)CC3)cc2)c1=O (stereo unspecified) | -3.9

Quoted at random: 2 entries already listed.
SMILES | Ecoli WT growth
COc1ccc(/C=C/C(=O)Nc2ccccc2C(=O)O)cc1OC | 3.5
O=S(=O)(c1cccc2cnccc12)N1CCCNCC1 | -1.4

Individual results from the results shown:
Cc1nc2ccccn2c(=O)c1CCN1CCC(C(=O)c2ccc(F)cc2)CC1 in Ecoli WT growth = 3.2
Cc1cc(-c2ccccc2)nnc1NCCN1CCOCC1 in Ecoli WT growth = 1.1
Oc1ccc(/C=C/c2cc(O)cc(O)c2)cc1 in Ecoli WT growth = -0.4

Assay outcomes from PubChem BioAssay.
